Source: PubChem (The Scripps Research Institute Molecular Screening Center)
FBW7 act = activators of human E3 ligase FBW7 | AlphaScreen FBW7–phospho-cyclin E peptide binding, activator screen | normalized activity (activation), % at 26.1 µM | 650,000 tested, 0.13% active | AID 1259310; in the data active = normalized activity above about 1.9%;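 note: purified mutant Fbw7 with reduced substrate affinity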
Target sequence (Q969H0 whole entry, looked up): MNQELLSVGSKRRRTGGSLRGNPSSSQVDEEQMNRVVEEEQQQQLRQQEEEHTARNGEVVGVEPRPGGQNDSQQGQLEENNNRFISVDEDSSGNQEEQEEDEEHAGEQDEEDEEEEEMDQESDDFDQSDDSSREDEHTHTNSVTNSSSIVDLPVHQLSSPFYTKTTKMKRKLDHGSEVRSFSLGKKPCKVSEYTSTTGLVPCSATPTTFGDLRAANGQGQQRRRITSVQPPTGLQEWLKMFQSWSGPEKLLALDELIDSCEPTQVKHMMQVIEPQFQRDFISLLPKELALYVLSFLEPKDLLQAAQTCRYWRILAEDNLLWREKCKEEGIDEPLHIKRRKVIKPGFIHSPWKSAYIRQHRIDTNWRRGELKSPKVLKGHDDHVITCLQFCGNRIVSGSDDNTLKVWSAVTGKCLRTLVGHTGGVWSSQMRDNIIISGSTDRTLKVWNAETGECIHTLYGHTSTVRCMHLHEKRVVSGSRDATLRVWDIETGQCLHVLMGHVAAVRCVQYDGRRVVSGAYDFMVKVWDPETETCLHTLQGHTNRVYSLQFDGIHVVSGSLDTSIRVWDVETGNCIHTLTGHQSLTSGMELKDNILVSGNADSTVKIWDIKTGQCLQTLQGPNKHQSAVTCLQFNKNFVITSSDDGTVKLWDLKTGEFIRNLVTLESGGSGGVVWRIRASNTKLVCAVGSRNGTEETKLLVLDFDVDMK
GPR151 activ = activates the human receptor GPR151. 650,000 tested, 1% active. PathHunter beta-arrestin GPR151 cells, luminescence. Q8TDV0. activation, % at 11.2 µM; in the data active = activation above about 4.9%;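 note: 0% = median of compound wells and 100% = cells with positive control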
TEAD-YAP inh = TEAD-YAP interaction inhibition; 640,000 tested, 1.4% active; HEK-TIYL cells, TEAD-Gal4/YAP UAS-luciferase luminescence; inhibition, % at 9.12 µM; AID 1259422; in the data active = inhibition above about 32%;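 note: 0% = median of test compound wells and 100% = reference inhibitor wells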
MITF primary = human MITF inhibition, primary screen; O75030; AlphaScreen MITF homodimerization, bead proximity signal; inhibition, % at 2.6 µM; 650,000 tested, 0.91% active; AID 1259374; in the data active = inhibition above about 50%;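 note: 0% = vehicle wells with protein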
* hit, by the source's call. Random draw from the library. About 3.5% of those tested had a hit in this group.

cpd	canonical_smiles	MITF primary	GPR151 activ	FBW7 act	TEAD-YAP inh
1	COc1ccc(-n2c(NN=C(C)C)nc3sc4c(c3c2=O)CC(C)(C)OC4)cc1	22.1	-1.2	0.5	-5.1
2	O=C(c1cnc2ccccc2c1Nc1ccc(Cl)c(Cl)c1)N1CCOCC1	3.2	1.5	-0.1	0.8
3	COc1ccc(NC2=C(Cl)C(=O)N(c3ccccc3OC)C2=O)cc1	-5.0	1.3	-0.2	0.1
4	O=C(Cc1ccccc1)n1nc(NCc2cccs2)nc1NCc1cccs1	-5.7	-1.0	-0.1	-9.6
5	COc1cc(NC(=O)Cn2nc(C(F)(F)F)c(Br)c2C)c(OC)cc1Cl	-12.6	-0.3	-0.1	-7.5
6	COc1ccc(N2CCN(S(=O)(=O)c3ccc(OC)c(Br)c3)CC2)cc1	13.8	-1.4	0.0	5.0
7	S=c1[nH]c2ccccc2n1Cc1ccccc1	1.0	1.7	0.1	-22.4
8	COc1ccc2c(c1)C[C@H](C(=O)Nc1ccc(-c3cn[nH]c3C)cc1SCCN(C)C)NC2	10.4	-0.1	0.0	-0.3
9	O=C(Nc1cc(Cl)ccc1Cl)/C(=C/c1ccc([N+](=O)[O-])cc1)NC(=O)c1ccccc1	5.2	0.6	-0.2	4.0
10	CCn1cnc2sc(C(=O)NCC3COc4ccccc4O3)c(C)c2c1=O (stereo unspecified)	1.9	2.0	-0.3	-64.1
11	Cc1c(Cl)cccc1NC(=O)c1ccc(F)c(S(=O)(=O)N2CCCCC2)c1	-6.9	-1.8	0.0	-4.8
12	O=C(Cc1ccc(-c2ccccc2)cc1)NNC(=O)c1ccco1	-5.9	1.0	-0.1	-7.1
13	O=C(Cn1c(=O)oc2ccccc21)Nc1ccccc1Br	4.3	-0.5	-0.1	5.7
14	O=C(CSCCO)Nc1nccs1	19.1	0.4	0.0	2.1
15	CCc1ccccc1-n1c(SCC(=O)NC2CC2)nnc1-c1cccnc1	16.0	1.0	0.1	3.0
16	CN(CCOc1ccccc1)Cc1nc(-c2ccccn2)no1	13.5	-1.5	-0.1	-2.2
17	COc1cccc(C(=O)NCc2nnc(SCC(=O)N3N=C(c4cccs4)CC3c3ccc(F)cc3)n2-c2ccc(F)cc2)c1 (stereo unspecified)	-8.6	1.2	0.0	8.9
18	c1ccc(Nc2nc(NCCN3CCOCC3)c3[nH]cnc3n2)cc1	13.8	0.5	0.3	-7.4
19	COc1ccc(C2(C)CC(C)(C)N(C(=O)C(F)(F)F)c3ccccc32)cc1 (stereo unspecified)	3.5	0.7	-0.1	3.5
20	O=C(Cc1c(Cl)cccc1Cl)NCc1ccco1	-0.8	0.6	0.0	-1.2

Part of the list above in order of molar mass, ascending:
cpd	canonical_smiles	MITF primary	GPR151 activ	FBW7 act	TEAD-YAP inh
7	S=c1[nH]c2ccccc2n1Cc1ccccc1	1.0	1.7	0.1	-22.4
16	CN(CCOc1ccccc1)Cc1nc(-c2ccccn2)no1	13.5	-1.5	-0.1	-2.2
12	O=C(Cc1ccc(-c2ccccc2)cc1)NNC(=O)c1ccco1	-5.9	1.0	-0.1	-7.1
18	c1ccc(Nc2nc(NCCN3CCOCC3)c3[nH]cnc3n2)cc1	13.8	0.5	0.3	-7.4
13	O=C(Cn1c(=O)oc2ccccc21)Nc1ccccc1Br	4.3	-0.5	-0.1	5.7
19	COc1ccc(C2(C)CC(C)(C)N(C(=O)C(F)(F)F)c3ccccc32)cc1 (stereo unspecified)	3.5	0.7	-0.1	3.5
15	CCc1ccccc1-n1c(SCC(=O)NC2CC2)nnc1-c1cccnc1	16.0	1.0	0.1	3.0
2	O=C(c1cnc2ccccc2c1Nc1ccc(Cl)c(Cl)c1)N1CCOCC1	3.2	1.5	-0.1	0.8
4	O=C(Cc1ccccc1)n1nc(NCc2cccs2)nc1NCc1cccs1	-5.7	-1.0	-0.1	-9.6
6	COc1ccc(N2CCN(S(=O)(=O)c3ccc(OC)c(Br)c3)CC2)cc1	13.8	-1.4	0.0	5.0
9	O=C(Nc1cc(Cl)ccc1Cl)/C(=C/c1ccc([N+](=O)[O-])cc1)NC(=O)c1ccccc1	5.2	0.6	-0.2	4.0
5	COc1cc(NC(=O)Cn2nc(C(F)(F)F)c(Br)c2C)c(OC)cc1Cl	-12.6	-0.3	-0.1	-7.5
8	COc1ccc2c(c1)C[C@H](C(=O)Nc1ccc(-c3cn[nH]c3C)cc1SCCN(C)C)NC2	10.4	-0.1	0.0	-0.3
17	COc1cccc(C(=O)NCc2nnc(SCC(=O)N3N=C(c4cccs4)CC3c3ccc(F)cc3)n2-c2ccc(F)cc2)c1 (stereo unspecified)	-8.6	1.2	0.0	8.9

Later entries:
cpd	canonical_smiles	MITF primary	GPR151 activ	FBW7 act	TEAD-YAP inh
21	COc1ccccc1OCc1cc(C(=O)O)co1	15.7	-0.9	0.3	-1.5
22	OC12CC3CC(C1)CC(O)(C3)C2	11.6	0.2	1.0	10.7
23	CCOC(=O)C1=C(C)N=c2s/c(=C\c3ccc(C)c(Br)c3)c(=O)n2C1c1ccccc1OC (stereo unspecified)	15.2	-1.4	0.5	-4.2
24	O=C(Cc1ccc([N+](=O)[O-])cc1)NCCc1cccc(Cl)c1	16.3	-1.5	0.7	-7.7
25	O=C(Nc1sc2c(c1C(=O)Nc1ccc(O)cc1)CCCC2)c1ccco1	-9.1	-0.2	-0.1	-3.3
26	Cc1cccc(N(CC(=O)Nc2ccccc2C(=O)NC2CCCCC2)S(C)(=O)=O)c1	15.0	0.6	0.2	7.7
27	Cc1ccc2c(c1)-c1c(cnn1CC(=O)NCc1cccc(Cl)c1)CO2	13.7	-0.5	0.1	11.9
28	CC1CCc2c(C(=O)NCCN3CCOCC3)csc2C1 (stereo unspecified)	1.9	-0.7	0.0	3.5
29	N#CCSc1ccccc1NC(=O)CN1C(=O)C(=O)N(C2CCCC2)C1=O	14.0	1.3	0.1	-2.5
30	CCC(C)N1C(=O)/C(=C/c2c(NCCO)nc3ccc(C)cn3c2=O)SC1=S (stereo unspecified)	9.3	0.6	0.1	-2.3
31	CN1C(=O)/C(=C\c2cccs2)c2cc(Br)ccc21	21.9	0.6	-0.1	-2.2
32	N=C1C(c2nc3ccccc3c(=O)[nH]2)=C(O)CN1c1cccc(C(=O)O)c1	-5.9	-0.9	-0.2	1.8
33	COC(=O)c1cc(S(=O)(=O)N2CCN(C3CCCCC3)CC2)c[nH]1	4.9	1.2	0.0	0.1
34	CCCn1c(=O)c2ccccc2n2c(SCC(=O)N3CCCCCC3)nnc12	34.8	1.0	0.0	4.2
35	O=C(NCC(c1ccco1)S(=O)(=O)c1ccc(F)cc1)c1ccccc1 (stereo unspecified)	3.4	0.3	0.0	-3.9
36	COc1cccc(-n2c(=S)sc3c(=O)n(-c4ccccc4)c(SCC(=O)N4CCCC4)nc32)c1	0.6	-0.5	0.0	-4.2
37	Cc1ccccc1Cn1c(C)c(CNCCc2c[nH]c3ccccc23)c(C(=O)O)c1C	0.5	-0.5	0.1	2.7
38	Cn1c(C(=O)NCc2cccnc2)cc2sccc21	16.6	0.0	0.0	-4.3
39	Cc1nc2sc(C(=O)N3c4ccccc4Sc4ccccc43)c(N)c2c(C)c1C	4.1	0.6	0.0	-1.3
40	CC(=O)Nc1cc(-c2ccncc2)ccc1NC(=O)[C@H](N)Cc1cccc(F)c1	11.9	2.7	-0.3	0.7
41	O=C(NCCO)c1cccc(-c2cncc(-c3ccc4[nH]ccc4c3)n2)c1	-62.6	0.1	-0.1	-12.9
42	FC(F)(F)c1cc(-c2ccco2)nc(NCc2cccs2)n1	15.7	-0.8	0.1	-7.1
43	O=C1CC(CC(=Nc2ccccc2)C2=C(O)CCCC2=O)CC(=O)N1	20.5	-0.3	0.2	12.1
44	CCOc1ccc(CN2CCCC(CNC(=O)c3ccc(F)cc3)C2)cc1CO (stereo unspecified)	11.3	-1.0	0.3	9.2
45	C=CCNc1nc(Cl)nc(NCC=C)n1	2.7	-1.4	-0.1	-7.8
46	COc1cccc(NC(=O)CN2CCN(CC(=O)Nc3ccc(Br)cc3)CC2)c1	12.7	-1.6	0.6	14.7
47	CC1CN(C(=O)CCn2c(=O)oc3ccccc32)CC(C)O1 (stereo unspecified)	-1.3	-1.3	0.0	-10.6
48	O=C(Cn1c2ccccc2c(=O)c2cc(Cl)ccc21)Nc1cc(Oc2ccc(F)cc2F)cc([N+](=O)[O-])c1	5.3	-1.3	0.0	1.9
49	Cc1c(CNCCc2cccs2)c(C(=O)O)c(C)n1Cc1ccc(F)cc1	7.6	0.4	0.2	4.8
50	COc1cc(-c2ccccc2)nc(N)n1	0.2	-1.5	0.0	-31.6
51	S=c1[nH]c2cc(-c3ccccc3)ccc2s1	-3.2	2.7	-0.1	-2.4
52	Cc1nnsc1C(=O)N1CCC(c2ccccc2)C1 (stereo unspecified)	12.9	-0.6	-0.1	-3.6
53	Cc1nnc(NC(=O)Cc2ccccc2)s1	16.5	-1.3	0.2	-3.1
54	CN(C)CCNC(=O)c1cc2c(s1)-c1ccccc1OC2	-7.3	1.4	0.2	-47.7
55	CCCn1nnnc1NC(=O)c1ccc(-c2cccc(Cl)c2)o1	-4.6	-1.3	0.0	-16.9
56	Nc1ccc(OCc2ccc(COc3ccc(N)cc3)cc2)cc1	-116.2	1.0	16.8*	20.8
57	CN(C(=O)c1cc2c(=O)n3ccccc3nc2n1C)c1ccccc1	20.7	0.7	0.5	-41.4
58	CCCNC(=O)c1cnn(-c2ccccc2)c1-n1cccc1	8.2	0.6	0.1	-4.2
59	O=C(O)c1cc(Cl)c(Cl)cc1C(=O)Nc1ccccc1O	17.5	-0.9	0.3	-0.7
60	CCOC(=O)N1CCN(S(=O)(=O)c2ccc(C(=O)Nc3nc(-c4ccc(Oc5ccccc5)cc4)cs3)cc2)CC1	11.0	1.9	0.3	11.2
61	C[C@H](O)[C@H]1NC(=O)[C@@H]2C[C@H](NC(=O)c3cc(F)cc(F)c3)CN2C1=O	-5.8	-0.5	-0.1	-7.8
62	COc1ccc(C(=O)N/C(=C\c2cccc([N+](=O)[O-])c2)C(=O)Nc2ccc(Br)c(C)c2)cc1Br	7.8	0.0	0.1	-0.6
63	CC(C)Nc1nc2[nH]c(=O)cc(O)c2s1	-2.4	-0.3	-0.3	2.5
64	Cc1ccc(-n2ncnc2-c2ccccc2Cl)cc1Cl	-1.4	-0.7	0.0	-5.5
65	C=C(C)CN1C(=O)NC(CC)(C2CCN(C(=O)Cc3ccccc3C)CC2)C1=O (stereo unspecified)	-2.4	1.9	-0.1	8.0
66	CCOC(=O)c1cc(C(=O)OCC)cc(-n2cc(O)c(C(=O)OCC)n2)c1	1.1	1.7	0.2	-1.7
67	COc1ccc(/C=C2/SC(N3CCC(C)CC3)=NC2=O)cc1	11.0	-1.1	0.2	11.2
68	CCN(CC)C(=O)c1ccc(OC)cc1	-2.1	0.1	-0.1	4.0
69	Cc1ccc(-n2cc(-c3ccccc3)c3c(Nc4ccccc4C)ncnc32)cc1	9.8	-1.1	-0.2	-1.3
70	O=C1NC(=S)C(Nc2ccccc2)S1 (stereo unspecified)	-5.3	-0.4	-0.1	4.4
71	COc1ccc(OCC#CCNC(C)(C)C)cc1	8.6	8.7*	-0.4	4.8
72	CC(C)CC1N=C2c3ccccc3N=C(SCc3ccc(Cl)cc3)N2C1=O (stereo unspecified)	12.5	1.8	0.1	-20.7
73	COc1ccc(C(=O)COC(=O)c2ccc(Cl)c(S(=O)(=O)N3CCCC3)c2)cc1	22.4	-0.2	0.8	0.2
74	COc1ccc(-c2cn3ccc(C)cc3n2)cc1	12.6	-9.5	0.3	90.6*
75	Cc1cc(C)n(CCCNCC(O)COCc2cccs2)n1 (stereo unspecified)	78.9*	1.2	0.1	10.5
76	C[C@@H]1CC2C3CCC4=CC(=O)C=C[C@]4(C)[C@@]3(F)[C@@H](O)C[C@]2(C)[C@@]1(O)C(=O)CO (stereo partly specified)	-0.8	0.2	-0.1	0.2
77	Cc1ccc(SCc2cc(=O)[nH]c(SCC(=O)n3c4ccccc4c4ccccc43)n2)cc1	-1.3	-0.3	0.3	-0.3
78	Cc1cc(C)nc(SCC(C)Cn2c(Br)nc3c2c(=O)[nH]c(=O)n3C)n1 (stereo unspecified)	0.5	0.6	0.8	-4.4
79	CC(C)Sc1nc2ccc(NC(=O)c3ccccc3C(=O)O)cc2s1	0.2	-0.5	-0.1	-47.4
80	O=C(NC1(C(F)(F)F)N=C2SCCN2C1=O)c1ccco1 (stereo unspecified)	13.8	-0.6	0.4	-7.4

Record cards (already shown). Order of screens: MITF primary	GPR151 activ	FBW7 act	TEAD-YAP inh
Profile of O=C1NC(=S)C(Nc2ccccc2)S1 (stereo unspecified) → -5.3	-0.4	-0.1	4.4
Profile of CC(C)Sc1nc2ccc(NC(=O)c3ccccc3C(=O)O)cc2s1 → 0.2	-0.5	-0.1	-47.4
